# PTAP TSG101 blk = blocks PTAP/TSG101 interaction to inhibit HIV-1 budding; Fluorescence polarization, FITC-PTAP peptide / Tsg101 binding; 340,000 tested, under 10 active; Potency, µM (series often up to 115 µM), for the others: top-dose activity change, negative = inhibition, hits mostly inhibitors; AID 493005; active = well fitted inhibition curve with a large enough effect in the main read-out, with a control signal flat, not every such curve was filed as active; inconclusive = small, poorly fitted or top-dose-only effect, or effect the other way, or a change in a side signal; inactive = no such curve, though single readings can be large or run the other way; note: potency is the fitted concentration of half-maximal effect; % of control where 0% means no effect
#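 Tsg101 binding domain (10 uM final) was mixed with compound and a FITC-labeled PTAP peptide (50 nM final) in HEPES pH 7.5 buffer with NaCl, Tween 20, EDTA and TCEP; fluorescence polarization was read after 20 min at r.t.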
# a7 integrin act = integrin-mediated muscular dystrophy alleviation activation; alpha7betagal myoblasts, beta-gal FDG fluorescence, 48 h; Potency, µM (series often up to 38.3 µM), for the others: at the highest dose activation, usual class: activators; actives 0.064% (n = 350,000);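 note: potency is the fitted concentration of half-maximal effect; 100% = response of the positive control SU9516; nearly all actives have a fitted effect of over 60% in size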
#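 alpha7betagal+/- myoblasts (passage 13, 250/well) treated 48 h at 37C with compounds at 1:260 dilution of DMSO stock. Lysed, then beta-galactosidase activity read as FDG fluorescence (ex 480/em 540) after 30 min, with pre-read for autofluorescence.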
# ASM inhibitor = inhibitors of human secretory acid sphingomyelinase. P17405. placental ASM, HMU-PC fluorogenic substrate, 60 min. Potency, µM (titrated, usually from 57.5 µM), without a hit: top-dose activity change, negative = inhibition, actives largely listed as inhibitors. actives 0.006% (n = 340,000). AID 504937; note: potency is the fitted concentration of half-maximal effect
#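 Fluorogenic HMU-PC substrate (9 uM final) is turned over by placental ASM in 60 min at 37 C after a 10 min compound preincubation. Reaction ended by alkaline stop (pH 10), with fluorescence read at 386/447 nm.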
# Mito fusion yeast = inhibitors of mitochondrial division or activators of mitochondrial fusion. S. cerevisiae fusion-defective mutant growth rescue, CellTiterGlo 48 h. Potency, µM (doses to about 46.1 µM), for the others: at the top dose growth rescue (activation), usual class: activators. actives 0.23% (n = 320,000);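 note: potency is the fitted concentration of half-maximal effect; % of control where 0% means no effect; nearly all actives have a fitted effect of over 45% in size; temperature-sensitive fusion mutants such as fzo1-1 at 37 °C on non-fermentable ethanol glycerol medium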
#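 Growth-rescue viability read-out: after 48 h at the non-permissive 37C in glycerol/ethanol YPEG, yeast mitochondrial fusion mutants are measured by CellTiterGlo luminescence; compounds (23 nl pinned per well) restoring growth score as division inhibitors or fusion activators.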
# Eya2 inh = blocks the phosphatase activity of human Eya2; recombinant Eya2, OMFP fluorescence dephosphorylation (OMFP is methylfluorescein phosphate); O00167; Potency, µM (top dose mostly 76.9 µM), for inactives: top-dose activity, negative = inhibition, actives largely listed as inhibitors; actives 0.006% (n = 330,000); AID 488837; note: potency is the fitted concentration of half-maximal effect; % is set by controls: 0 for no effect and ±100 for the full control effect
# Target sequence (O00167 whole entry, looked up): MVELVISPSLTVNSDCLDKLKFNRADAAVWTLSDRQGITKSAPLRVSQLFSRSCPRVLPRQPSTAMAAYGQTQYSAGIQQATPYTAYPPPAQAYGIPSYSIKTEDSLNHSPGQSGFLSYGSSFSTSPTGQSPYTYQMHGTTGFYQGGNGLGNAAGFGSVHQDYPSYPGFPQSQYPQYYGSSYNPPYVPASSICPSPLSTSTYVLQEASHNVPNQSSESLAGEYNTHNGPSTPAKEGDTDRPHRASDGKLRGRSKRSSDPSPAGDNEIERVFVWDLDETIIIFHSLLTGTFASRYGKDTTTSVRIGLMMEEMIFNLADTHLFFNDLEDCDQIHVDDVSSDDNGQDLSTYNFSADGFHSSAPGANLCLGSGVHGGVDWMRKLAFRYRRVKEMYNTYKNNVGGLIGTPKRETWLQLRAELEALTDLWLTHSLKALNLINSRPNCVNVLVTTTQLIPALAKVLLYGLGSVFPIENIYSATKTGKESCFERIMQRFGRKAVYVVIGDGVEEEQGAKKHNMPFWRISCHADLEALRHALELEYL
#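 Eya2 protein (added as 0.2 uM solution) was preincubated with compound for 10 min at ambient temperature in 50 mM HEPES pH 7.5, 50 mM NaCl, 5 uM MgCl2, 0.05% BSA, 1 mM DTT. OMFP (added at 50 uM) then reacted 10 min; fluorescence read at 485/525 nm.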
# TSHR antag = human thyrotropin receptor antagonism | TSHR-expressing cells, TSH-stimulated cAMP HTRF, 2 h; stronger effect = lower value | activity change, negative = inhibition, % at 11.5 µM | actives 0.2% (n = 330,000) | P16473;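 active = activity change below a set negative limit, meaning inhibition stronger than a set level, cut at about -70% in these data; inconclusive = activity change between two set negative limits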; note: % is set by controls: 0 for no effect and ±100 for the full control effect
#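 Cell-based HTRF cAMP assay; TSHR cells + compound, TSH EC80 (4nM final), 2 h, 37 deg C. Lysis with anti-cAMP cryptate and cAMP-d2, 30 min RT, read 665/620 nm.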
# TCR activator = activators of T cell receptors | primary human leukocytes, anti-CD3, IL-2 HTRF, 48 h | Potency, µM (highest dose often 9.22 µM), for inactives: at the highest dose activation of IL-2 secretion, most hits filed as activators | 330,000 tested, under 10 active; note: % of control where 0% means no effect
#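 HTRF read-out of IL-2 secretion: europium cryptate donor excited at 320nm, d2 acceptor emission at 665nm. Cells were primary human leukocytes incubated 48 hr with compounds and a-CD3 beads, supplying TCR signal only.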
# A-T KAP1 phos = potential ataxia-telangiectasia treatments restoring KAP-1 phosphorylation; […] A-T fibroblasts, KAP-1 phosphorylation AlphaLISA; neocarzinostatin DNA damage 30 min before lysis; Potency, µM (series often up to 57.5 µM), for the others: at the top dose activation, actives largely listed as activators; actives 0.19% (n = 320,000); note: potency is the fitted concentration of half-maximal effect; % of control where 0% means no effect; nearly all actives have a fitted effect of over 45% in size
#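 hTERT-immortalized A-T patient fibroblasts ([…]), 500 cells/well in OPTI-MEM, 1% FBS, got compounds for 60 min, then NCS for 30 min at 37C. Lysates were then assayed for phospho-KAP-1 by AlphaLISA (anti-pKAP1 donor, anti-KAP1 acceptor beads), 6 hr at 25C.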
# Tb PFK block = blocks T. brucei phosphofructokinase | O15648 | T. brucei PFK, ADP-Glo luminescence | Potency, µM (highest dose often 57.5 µM), inactives show top-dose activity, negative = inhibition, actives largely listed as inhibitors | actives 0.17% (n = 330,000);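 note: potency is the fitted concentration of half-maximal effect; 0% = uninhibited 1x PFK enzyme wells and -100% = no-enzyme wells; nearly all actives have a fitted effect of over 60% in size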
# Target sequence (O15648 whole entry, looked up): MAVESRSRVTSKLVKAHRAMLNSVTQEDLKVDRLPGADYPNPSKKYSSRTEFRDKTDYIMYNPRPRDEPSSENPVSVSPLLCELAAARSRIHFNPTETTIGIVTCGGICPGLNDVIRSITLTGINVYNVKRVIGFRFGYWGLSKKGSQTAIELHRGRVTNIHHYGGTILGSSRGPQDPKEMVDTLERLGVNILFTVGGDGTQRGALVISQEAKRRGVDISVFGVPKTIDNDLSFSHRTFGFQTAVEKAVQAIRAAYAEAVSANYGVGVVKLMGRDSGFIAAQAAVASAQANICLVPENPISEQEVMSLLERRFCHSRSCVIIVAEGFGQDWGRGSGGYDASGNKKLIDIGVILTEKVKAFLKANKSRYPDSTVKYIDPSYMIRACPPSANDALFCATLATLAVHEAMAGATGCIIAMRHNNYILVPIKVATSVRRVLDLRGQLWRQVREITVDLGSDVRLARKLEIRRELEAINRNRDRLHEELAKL
#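 1.25 nM PFK with 0.5 mM F6P and 0.1 mM ATP in 0.1 M TEA pH 8.0, 5 mM MgCl2, incubated 45 min at room temperature; ADP measured by ADP-Glo luminescence; compounds titrated up to 57 uM.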
# Chronic BCR inh = chronic active BCR signaling inhibition. ABC-DLBCL IkBa-CBG/CBR reporter, luminescence ratio, 4 h. Potency, µM (top dose mostly 46.1 µM), for the others: at the highest dose ratio change, negative = lower green/red ratio, usual class: inhibitors. actives 0.05% (n = 340,000); active = well fitted inhibition curve with a large enough effect in the signal ratio, with a control signal flat, not every such curve was filed as active; inconclusive = small, poorly fitted or top-dose-only effect, or effect the other way, or a change in a side signal; the % refers to the signal ratio;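 note: potency is the fitted concentration of half-maximal effect; plate controls were basal doxycycline-induced cells for no effect and cells given 10 µM MG132 for full effect; MG132 reads +100%, hits lower the ratio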
#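 Compounds up to 46 uM were incubated four hours with TMD8 cells whose green CBG68 luciferase is fused to IkappaBalpha; red CBR luminescence normalised the signal, and concentration-effect curves were fitted to fusion, red and ratio data.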
# ELG1 repair inh = ELG1-dependent DNA repair inhibition; HEK293T ELG1-luciferase reporter, luminescence, 16 h; DNA damage induced by 5-fluorouridine; Potency, µM (top dose mostly 46.1 µM), without a hit: at the top dose activity change, negative = inhibition, actives largely listed as inhibitors; actives 2.3% (n = 330,000); AID 504467; note: potency is the fitted concentration of half-maximal effect; % is set by controls: 0 for no effect and ±100 for the full control effect; nearly all actives have a fitted effect of over 55% in size
#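 HEK293T cells expressing luciferase-tagged ELG1 (2,000/well) received 5-Fluorouridine plus compound or DMSO for 16 hr at 37 °C. Luciferase was read by ONE-Glo luminescence after 30 min at room temperature.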
# * hit, by the source's call; ? = inconclusive; · = no result given; [ ] = dose if it differs, or a comment. Unless noted, calls come from the whole dose curve; as a rule, active = well fitted curve in the direction sought with a large enough effect; inconclusive = small, poorly fitted or top-dose-only effect, or another doubt; inactive = no such curve, though single readings can be large; an effect the other way counts as inactive or inconclusive.
1	Cc1cc(S(=O)(=O)N(Cc2ccc3c(c2)OCO3)CC2CCCO2)ccc1-n1cnnn1 (stereo not drawn)
2	Cc1cc(NS(=O)(=O)c2ccc(NC(=O)c3ccco3)cc2)nc(C)n1
3	COc1ccc(-c2nc(CS(=O)(=O)CC(=O)NCCc3ccccc3)c(C)o2)cc1
4	Cc1ccc(C)c(OCC(=O)Nc2cccc(S(=O)(=O)NC3=NCCCCC3)c2)c1
5	CN1CCCC(OC(=O)c2ccccc2F)C1 (stereo not drawn)
6	COc1ccc(CN2C(=O)c3ccccc3C2=O)cc1C(=O)OC(C)C(=O)NC(N)=O (stereo not drawn)

Screen / compound no.	1	2	3	4	5	6
PTAP TSG101 blk	0%	-2%	1%	-3%	-2%	-2%
a7 integrin act	-12%	1%	0%	-40%	?	3%
ASM inhibitor	-4%	3%	0%	0%	5%	-2%
Mito fusion yeast	1%	0%	-1%	4%	2%	0%
Eya2 inh	-7%	-3%	7%	-4%	3%	-1%
TSHR antag	-7	-3	10	-25	6	-6
TCR activator	0%	5%	6%	-3%	-1%	0%[46.1 µM]
A-T KAP1 phos	-1%	·	-7%	23%	-6%	2%
Tb PFK block	0%	3%	-9%	6%	1%	-11%
Chronic BCR inh	10%	-8%	?	?	-14%	-3%
ELG1 repair inh	-11%	6%	?	?	12%	-18%

7	CC(=O)Nc1ccc(CN2CCN(CCC(C)C)C(CCO)C2)cc1 (stereo not drawn)
8	O=S(=O)(Nc1cccc(S(=O)(=O)N2CCCCC2)c1)c1ccccc1F
9	CCC(CC)NC(=O)COC(=O)c1cccc(C)c1O
10	CC(NC(=O)CCc1nnc(C2CCCCC2)o1)c1ccc(F)cc1 (stereo not drawn)
11	Cc1c(-n2c(SCC(=O)C(C)(C)C)nc3ccccc3c2=O)c(=O)n(-c2ccccc2)n1C
12	Cc1cc(C)nc(SCc2cn3cc(Cl)ccc3n2)n1

Screen / compound no.	7	8	9	10	11	12
PTAP TSG101 blk	0%	-3%	-6%	-2%	-3%	-2%
a7 integrin act	16%	11%	15%	11%	15%	-6%
ASM inhibitor	0%	-2%	-1%	3%	3%	0%
Mito fusion yeast	5%	·	-1%	4%	-1%	-2%
Eya2 inh	-6%	6%	-9%	2%	0%	-5%
TSHR antag	-6	-21	1	8	6	0
TCR activator	-4%	1%[46.1 µM]	9%	2%	7%	3%[46.1 µM]
A-T KAP1 phos	1%	-5%	-2%	3%	3%	1%
Tb PFK block	0%	-1%	-4%	-4%	-2%	4%
Chronic BCR inh	-19%	-2%	-1%	4%	4%	-7%
ELG1 repair inh	14%	-22%	-4%	-8%	7%	22%

13	COc1ccc(NC(=S)Nc2ccccc2SC)c(OC)c1
14	Cc1ccc(NC(=S)NCCN2CCOCC2)cc1C
15	CN1N=C(C(C)(C)C)CC1=O
16	CC1CN(Cc2cn(C)nc2-c2ccc(Oc3ccccc3)cc2)CCN1C (stereo not drawn)
17	CCN(CC(=O)Nc1ccccc1OC)C(=O)C1CCCC1
18	COc1ccc(-n2c(SCC(=O)Nc3ncc(Cl)cc3Cl)nc3ccccc32)cc1

Screen / compound no.	13	14	15	16	17	18
PTAP TSG101 blk	0%	0%	-1%	2%	-1%	·
a7 integrin act	?	-9%	-44%[inhibitor]	-50%[inhibitor]	-10%	·
ASM inhibitor	-3%	0%	4%	-2%	1%	·
Mito fusion yeast	1%	-10%	-2%	-1%	0%	3%
Eya2 inh	-2%	7%	-4%	-2%	10%	-8%
TSHR antag	-2	12	6	10	-1	4
TCR activator	-3%	-1%	-2%	·	-3%	·
A-T KAP1 phos	-1%	5%	-6%	-6%	-2%	3%
Tb PFK block	0%	0%	0%	5%	-2%	1%
Chronic BCR inh	5%	0%	-33%	?	-3%	?
ELG1 repair inh	-7%	?	-11%	7%	16%	?

# An excerpt from above, showing only Mito fusion yeast.
cpd | canonical_smiles | Mito fusion yeast
14 | Cc1ccc(NC(=S)NCCN2CCOCC2)cc1C | -10%
13 | COc1ccc(NC(=S)Nc2ccccc2SC)c(OC)c1 | 1%

# Going on with the list:
19	COc1ccc(-c2sc3ccc(N4CCOCC4)cc3c2C#CC2(O)CCCCC2)cc1
20	O=C(CSc1nc2ccc(Cl)cc2[nH]1)c1cccs1
21	CCOc1cc(N2CCOCC2)c(OCC)cc1NC(=O)CN1C(=O)NC2(CCc3ccccc32)C1=O (stereo not drawn)
22	O=C(NC1CCCCCCC1)c1ccccc1O
23	CC1Cc2cc(S(=O)(=O)N3CCN(c4ccccc4F)CC3)ccc2N1C(=O)C1CC1 (stereo not drawn)
24	CN(C)CCCC(C)(O)C(Cc1ccccc1)c1ccccc1 (stereo not drawn)

Screen / compound no.	19	20	21	22	23	24
PTAP TSG101 blk	·	-5%	-5%	1%	0%	-2%
a7 integrin act	-4%	5%	-8%	10%	-11%	-26%
ASM inhibitor	68%[activator]	-5%	1%	-19%	-1%	4%
Mito fusion yeast	·	6%	4%	-1%	9%	-6%
Eya2 inh	-8%	1%	-1%	14%	-3%	2%
TSHR antag	-3	17	-12	21	-16	1
TCR activator	7%	10%	2%	-6%	-3%	-3%[46.1 µM]
A-T KAP1 phos	?	14%	-3%	5%	-3%	3%
Tb PFK block	1%	15%	1%	7%	-8%	0%
Chronic BCR inh	0%	?	?	-5%	5%	-1%
ELG1 repair inh	-19%	?	?	?	-8%	1%

25	Nc1ccccc1-c1ccccc1N
26	COc1ccc(NC(=O)c2ccc(-n3cncn3)c([N+](=O)[O-])c2)cc1
27	CCOc1ccccc1NC(=O)C(CC)Sc1nc2ccsc2c(=O)n1CCC(=O)O (stereo not drawn)
28	Cc1onc(-c2ccccc2)c1-c1nnc(CN2CCN(S(=O)(=O)c3ccccc3F)CC2)o1
29	Cc1cccc(C)c1NC(=O)c1ccccc1C(=O)O
30	Cc1ccccc1CCNC(=O)CCn1nc(C)c2c(C)n(-c3ccccc3)nc2c1=O
31	Cc1nc(SCC(=O)NC(=O)NCCC(C)C)c2c(-c3cccs3)csc2n1

Screen / compound no.	25	26	27	28	29	30	31
PTAP TSG101 blk	-4%	-1%	-5%	0%	0%	-3%	-2%
a7 integrin act	-38%	9%	?	-24%	2%	-16%	-21%
ASM inhibitor	0%	2%	-3%	6%	3%	0%	-5%
Mito fusion yeast	23%	0%	7%	14%	-1%	-2%	-15%
Eya2 inh	-6%	-2%	-10%	-11%	-3%	-9%	7%
TSHR antag	14	-9	13	-28	6	-9	24
TCR activator	-2%	3%	4%	-4%	2%	-7%	-2%[46.1 µM]
A-T KAP1 phos	-3%[11.5 µM]	-1%	?	9%	7%	0%	-1%
Tb PFK block	-8%	2%	-7%	5%	1%	?	4%
Chronic BCR inh	?	1%	?	6%	2%	-2%	10%
ELG1 repair inh	13%	-5%	?	?	10%	-3%	?

# Some of these compounds in order of molecular weight, smallest number first.
25	Nc1ccccc1-c1ccccc1N
30	Cc1ccccc1CCNC(=O)CCn1nc(C)c2c(C)n(-c3ccccc3)nc2c1=O
28	Cc1onc(-c2ccccc2)c1-c1nnc(CN2CCN(S(=O)(=O)c3ccccc3F)CC2)o1

Screen / compound no.	25	30	28
PTAP TSG101 blk	-4%	-3%	0%
a7 integrin act	-38%	-16%	-24%
ASM inhibitor	0%	0%	6%
Mito fusion yeast	23%	-2%	14%
Eya2 inh	-6%	-9%	-11%
TSHR antag	14	-9	-28
TCR activator	-2%	-7%	-4%
A-T KAP1 phos	-3%[11.5 µM]	0%	9%
Tb PFK block	-8%	?	5%
Chronic BCR inh	?	-2%	6%
ELG1 repair inh	13%	-3%	?

# Bioassay records deposited in PubChem by National Center for Advancing Translational Sciences (NCATS).
